Screening data: PubChem, National Center for Advancing Translational Sciences (NCATS)
Vif-APOBEC3F blk: Vif-A3F binding inhibition; actives 0.2% (n = 390,000); AID 602313; Potency, µM (doses to about 46.1 µM), inactives show at the highest dose activity, negative = active; HeLa A3F-eYFP + Vif (tagged APOBEC3F with the HIV-1 protein that degrades it), YFP fluorescence increase; further: potency means the concentration at half of the fitted maximal effect; % of control where 0% means no effect; nearly all actives have a fitted effect of over 65% in size
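HeLa cells stably expressing Vif plus C-terminally eYFP-tagged A3F were seeded, incubated overnight at 37 deg C, dosed with compound, incubated overnight again at 37 deg C. Yellow fluorescence (Ex 488/Em 500-530) reported blocked Vif-mediated A3F-eYFP degradation.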
PI4K2A block: blocks human PI4K2A kinase activity; AID 1346378; Q9BTU6; activity change, negative = inhibition, % at 76.9 µM; actives 0.13% (n = 420,000); purified PI4K2A, ADP-Glo luminescence, 1 h; active compounds read low; in the data active means activity change below about -50%; inconclusive means mostly about -30% to -49%;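 further: -100% = wells without enzyme as full effect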
Target sequence (Q9BTU6 whole entry, looked up): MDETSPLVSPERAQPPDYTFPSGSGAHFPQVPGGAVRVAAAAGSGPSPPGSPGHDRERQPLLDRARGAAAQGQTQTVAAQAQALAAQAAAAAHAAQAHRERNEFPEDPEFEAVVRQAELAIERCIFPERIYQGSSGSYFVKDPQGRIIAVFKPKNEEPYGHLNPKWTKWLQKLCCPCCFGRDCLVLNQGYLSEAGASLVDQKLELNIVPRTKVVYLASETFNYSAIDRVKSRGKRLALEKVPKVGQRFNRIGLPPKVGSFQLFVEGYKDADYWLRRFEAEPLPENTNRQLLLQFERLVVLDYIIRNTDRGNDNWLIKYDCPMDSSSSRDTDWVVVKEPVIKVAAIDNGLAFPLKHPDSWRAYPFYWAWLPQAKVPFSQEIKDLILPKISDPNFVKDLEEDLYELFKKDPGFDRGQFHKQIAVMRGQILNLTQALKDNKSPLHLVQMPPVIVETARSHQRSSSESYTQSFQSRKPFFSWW
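PI4K2A activity was measured by ADP-Glo luminescence: enzyme (4 ug/mL stock) and phosphatidylinositol (1.2 mM stock) in Tris pH 7.5/MgCl2/EGTA/Triton X-100 buffer were reacted with ATP (300 microM stock) for one hour at ambient temperature.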
LDHA inh: blocks human lactate dehydrogenase A; P00338; purified LDHA, NADH/diaphorase-resazurin fluorescence; active compounds read low; activity change, % (values are at about 110 or 230 µM); actives 0.15% (n = 480,000); in the data active means activity change below about -30%; inconclusive means mostly about -25% to -30%;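 further: plate controls were DMSO wells for no effect and wells without enzyme for full effect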
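Resorufin fluorescence (ex540/em590), read at 0 and 20 min after diaphorase/resazurin addition, reports the NADH left after a 5 min room-temperature reaction of 2 nM human LDH5 with 0.06 mM NADH and 0.2 mM pyruvate.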
TrxR1 substrate: rat thioredoxin reductase 1 substrate activity. O89049. purified TrxR1 substrate turnover, NADPH consumption readout. Potency, µM (top dose mostly 114 µM), for inactives: at the highest dose activity change, negative = substrate turnover. actives 0.01% (n = 390,000). AID 588456; further: potency means the concentration at half of the fitted maximal effect; on the % scale 0 is the no-effect control and ±100 the full control effect; nearly all actives have a fitted effect of over 50% in size
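Rat TrxR1, dispensed at 90 nM, was prereduced with 400 uM NADPH (final) for 5 min at ~22 deg C, then incubated with compound 15 min before 400 uM selenite. A first-read NADPH fluorescence drop versus no-compound background flagged substrates.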
Vif-A3G inh: blocks the Vif interaction with human APOBEC3G; actives 0.076% (n = 410,000); Potency, µM (series often up to 46.1 µM), inactives show top-dose activity, negative = active, hits mostly inhibitors; Q9HC16; HeLa A3G-eYFP + Vif (tagged APOBEC3G with the HIV-1 protein that degrades it), YFP fluorescence, overnight;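 further: potency means the concentration at half of the fitted maximal effect; on the % scale 0 is the no-effect control and ±100 the full control effect; nearly all actives have a fitted effect of over 60% in size; hits raise eYFP signal because A3G escapes Vif-driven loss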
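HeLa cells stably expressing Vif and C-terminally eYFP-tagged A3G, seeded overnight at 37 deg C, then exposed to compound by pintool overnight at 37 deg C. Rise in yellow fluorescence (Ex 488/Em 500-530, Acumen) marks blocked Vif-driven A3G degradation.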
mIDH1 inhibitor: human IDH1 R132H inhibition. Potency, µM (titrated, usually from 76.6 µM), for the others: top-dose activity change, negative = inhibition, hits mostly inhibitors. IDH1-R132H enzyme, NADPH consumption, diaphorase/resazurin fluorescence. actives 0.093% (n = 390,000). O75874; further: potency means the concentration at half of the fitted maximal effect; on the % scale 0 is the no-effect control and ±100 the full control effect; nearly all actives have a fitted effect of over 65% in size
Target sequence (O75874 whole entry R132H, stated change not applied): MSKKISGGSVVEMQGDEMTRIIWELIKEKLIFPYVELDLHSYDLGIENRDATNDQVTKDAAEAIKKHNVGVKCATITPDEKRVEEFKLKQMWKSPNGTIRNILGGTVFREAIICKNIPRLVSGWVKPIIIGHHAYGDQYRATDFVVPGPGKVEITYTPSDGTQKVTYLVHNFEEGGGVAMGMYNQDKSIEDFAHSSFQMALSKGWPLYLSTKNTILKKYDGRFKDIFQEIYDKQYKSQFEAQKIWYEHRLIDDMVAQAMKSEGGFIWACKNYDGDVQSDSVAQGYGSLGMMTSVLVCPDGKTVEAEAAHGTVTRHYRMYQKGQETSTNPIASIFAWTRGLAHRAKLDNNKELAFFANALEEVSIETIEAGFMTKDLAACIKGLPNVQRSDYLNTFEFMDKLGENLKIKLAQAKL
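IDH1-R132H (0.5 ug/mL dispensed) in pH 7.5 Tris buffer was preincubated 30 min with compound, then given a substrate mix of 0.016 mM NADPH and 2 mM alpha-KG for 80 min at room temperature; remaining NADPH was read by diaphorase/resazurin fluorescence.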
RXFP1 agonist: RXFP1 (human) receptor agonism; Q9HBX9; HEK293T-RXFP1 cAMP TR-FRET, 30 min; response scale: percent of porcine relaxin response, buffer zero; Potency, µM (titrated, usually from 57.5 µM), for the others: at the highest dose activation, hits mostly activators; actives 0.3% (n = 370,000); further: potency means the concentration at half of the fitted maximal effect; on the % scale 0 is the no-effect control and ±100 the full control effect; nearly all actives have a fitted effect of over 60% in size; many of its hits are not listed in these tables
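cAMP rise read by TR-FRET after 30 min, 37C compound exposure (up to 58 uM) in RXFP1-transfected HEK293 cells with Ro 20174 present. EC50 from Hill-equation fits, with 29 nM porcine relaxin as 100% and buffer as basal.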
USP1-UAF1 inh: inhibitors of human USP1/UAF1 deubiquitinase; recombinant USP1/UAF1, Ub-Rhodamine cleavage fluorescence; O94782; actives 0.23% (n = 390,000); Potency, µM (doses to about 57.1 µM), for inactives: at the highest dose activity change, negative = inhibition, actives largely listed as inhibitors; further: potency means the concentration at half of the fitted maximal effect; on the % scale 0 is the no-effect control and ±100 the full control effect; nearly all actives have a fitted effect of over 60% in size; inactives centre near -12
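USP1/UAF1 complex at 1 nM was preincubated with compound for 15 min at room temperature, then Ub-Rho substrate (150nM final) was added. Fluorescence (480/540 nm) was read kinetically, 6 reads every 60 seconds.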
Glioma ERSR ind: inducers of ER stress response in human glioma cells. U87-MG GRP78 promoter luciferase reporter, 16 h. Potency, µM, inactives show at the top dose activation, hits mostly activators. actives 0.02% (n = 420,000). AID 602332; further: potency means the concentration at half of the fitted maximal effect; series mostly up to about 76 µM; % of control where 0% means no effect; nearly all actives have a fitted effect of over 35% in size
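ERSR induction read as luciferase luminescence (Bright-Glo, 10 min at room temperature) in stably transfected human U87-MG glioma cells exposed to compounds for 16 h, using GRP78 as sensor.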
* marks the source's active call; other numbers are inactive results; ? = inconclusive; · = no result given; & = joins results of further samples; [ ] = remark or other dose. Unless noted, the call rests on the fitted dose curve; in most records, active means well fitted curve in the direction sought with a large enough effect; inconclusive means small, poorly fitted or top-dose-only effect, or another doubt; inactive means no such curve, though single readings can be large; an effect the other way counts as inactive or inconclusive. The list is partial. The share of hits here may be higher or lower than overall.

SMILES	Vif-APOBEC3F blk	PI4K2A block	LDHA inh	TrxR1 substrate	Vif-A3G inh	mIDH1 inhibitor	RXFP1 agonist	USP1-UAF1 inh	Glioma ERSR ind
CC1CCc2cc(F)ccc2N1S(=O)(=O)c1ccc(F)cc1 (configuration not stated)	-2%	-2	-1	-8%	-8%	3%	4.3%	-19%	-5%
c1ccn2c(c1)nc1c2nc2ccccn21	-3%	-8	7	·	3%	6%	3.9%	-18%	0%
COc1ccc([C@@H]2[C@@H]3C(=O)N(C(C)(C)C)C(=O)[C@@H]3[C@]3(Cc4ccc(Cl)cc4)C(=O)N(c4cccc(Br)c4)C(=O)N23)cc1	4%	1	-1	9%[57.1 µM]	-1%	-10%	-0.1%	-31%	0%
Cc1ccc(CN2COc3c(Cl)cc4c(-c5ccccc5)cc(=O)oc4c3C2)cc1	0%	2	2	16%	1%	-18%	3.3%	-4%	-4%
COc1ccc(-c2cc3cccc(OC)c3oc2=O)cc1	5%	?	-1	38%[activator]	-4%	-1%	4.2%	-24%	-12%
NS(=O)(=O)c1ccc(CCNc2ccnc3cc(Cl)ccc23)cc1	-26%	-5	-1	5%[57.1 µM]	1%	1%	3.5%	-2%	0%
Cc1ccc(N(C(=O)c2snc(C(N)=O)c2N)C(C(=O)NCC2CCCO2)c2ccc3ncccc3c2)cc1 (configuration not stated)	1%	-11	-6	21%	3%	-7%	0.4%	-12%	-1%
O=C(CSc1nc2ccccc2c(=O)n1Cc1ccc(Cl)cc1)NCc1cccs1	-13%	-4	-8	4%	2%	1%	9.8%	-18%	-4%
CCOc1ccc(C(=O)Nc2c3c(nn2C(C)(C)C)CSC3)cc1OCC	-3%	-3	-4	-4%	-4%	6%	0.4%	-8%	-2%
COc1ccc(/C=C2\C(=O)NCC(=O)N2C)cc1	8%	-2	-19	-5%	0%	2%	0.6%	9%	-2%
CC(=O)Nc1ccc(S(=O)(=O)Nc2nnc(Cc3ccc(Cl)cc3)s2)cc1	3%	0	-4	-7%[57.1 µM]	-4%	-2%	-3.2%	-20%	4%
O=C(Nc1ccc(Cl)c(Cl)c1)NC1CCS(=O)(=O)C1 (configuration not stated)	8%	-1	-10	3%[57.1 µM]	1%	-1%	-0.4%	0%	-2%
COc1ccc(C(=O)OCCc2cc3ccccc3c(=O)o2)cc1	4%	0	1	1%[57.1 µM]	5%	18%	0.7%	-23%	-1%
Cc1ccc(S(=O)(=O)N2CC(C(=O)O)=CC[C@H]2c2ccc(Cl)cc2)cc1	-8%	-1	2	10%	-10%	26%	0.0%	-21%	0%
Cc1ccc(S(=O)(=O)Nc2cc(C)cn(Cc3ccccc3)c2=O)cc1	-10%	9	30	-2%	1%	11%	-0.1%	?	-5%
COc1ccc(CCC(=O)OCC(=O)NC(=O)c2ccc(Cl)cc2)cc1	3%	8	-7	-1%[11.4 µM]	-2%	3%	·	-17%	-4%
Cc1cc(Nc2ccccc2)nn1C(=O)c1ccc([N+](=O)[O-])cc1	-7%	-8	-5	11%	-3%	0%	0.8%	-3%	-15%
O=C(NCc1ccccc1)c1csc2c1CCCC2	-11%	2	-4	2%	0%	-1%	1.2%	-7%	-2%
Cc1cc(=O)[nH]c(SCC(=O)Nc2ccccc2C#N)c1C#N	0%	-5	-1	2%	-2%	13%	-0.9%	-13%	-1%
O=C(O)CCNS(=O)(=O)c1cccc(Br)c1	-9%	-1	-3	13%	0%	0%	4.9%	-25%	-4%
COc1cc2c(cc1NC(=S)NC(=O)/C=C/c1ccco1)oc1ccccc12	-1%	-3	1	-1%	0%	8%	-0.2%	-10%	-2%
COc1ccc(CCNS(=O)(=O)CC23CCC(CC2=O)C3(C)C)cc1OC (configuration not stated)	-6%	-6	2	-4%	-1%	-7%	-1.6%	-14%	-1%
CCC(c1nnnn1Cc1ccc2c(c1)OCO2)N1CCN(c2ccccc2)CC1 (configuration not stated)	6%	-7	-5	-4%	1%	9%	2.5%	-20%	-5%
CC(C)c1ccc(CN2CCN(S(=O)(=O)c3ccc(Cl)s3)CC2)cc1	2%	-6	1	0%	-2%	4%	0.4%	-9%	-1%
COc1cc([N+](=O)[O-])ccc1NC(=O)Nn1cnnc1	-13%	0	-10	-16%	2%	-5%	-1.6%	-14%	-4%
Cc1ccc(C(=O)/C=C/N(C)C)cn1	7%	-4	5	-15%	0%	4%	-2.4%	-8%	-2%
CCn1c(SCC(=O)N2CCC(C)CC2)nc2c1c(=O)n(C)c(=O)n2C	4%	-23	-3	3%[57.1 µM]	1%	13%	?	-15%	-2%
COc1cc2cnncc2cc1OC	-4%	-6	-3	-7%	-1%	7%	-0.9%	5%	-3%
Cc1c(Cl)cccc1NC(=O)C1COc2ccccc2O1 (configuration not stated)	-8%	-1	-3	-3%	0%	1%	2.5%	-3%	-2%
CCOc1ccc(-n2c(=O)c3c(C)c(C)sc3n(Cc3cc(=O)n4cc(Cl)ccc4n3)c2=O)cc1	·	-2	-12	-1%	·	·	5.6%	-21%	·
Cc1ccc(OCC(=O)N(Cc2ccccc2)C(C)(C)C)c([N+](=O)[O-])n1	0%	3	1	-3%	-6%	0%	1.9%	4%	1%
Cc1nc2c(C#N)c(C)[nH]n2c(=O)c1Cc1ccccc1	2%	0	-2	14%	-2%	7%	-2.0%	4%	-3%
CCCn1c(=O)c2ccccc2n2c(SCCOc3ccc(C)cc3)nnc12	-3%	-3	-3	-2%	0%	2%	-0.8%	-2%	-4%
COc1cc2c(C#N)c(N3CCCCC3)nc(N)c2c(N)n1	-3%	0	13	41%[activator][57.1 µM]	0%	12%	6.5%	?	-3%
O=C(CSc1ccccn1)Nc1ccc2c(c1)CCC2	9%	-2	-3	-1%	-6%	4%	0.9%	-18%	3%
Cc1ccc(Cn2cc(C(=O)c3ccc(F)cc3)c(=O)c3cc4c(cc32)OCO4)cc1	-1%	-2	-5	-4%	-7%	-4%	4.6%	5%	-4%
CC1(c2ccc(Cl)cc2)NC(=O)N(CC(=O)N2CCCC2)C1=O (configuration not stated)	0%	-1	-2	10%	4%	10%	-1.4%	0%	0%
Cc1c(NC(=O)COC(=O)Cc2ccc(Cl)cc2)c(=O)n(-c2ccccc2)n1C	-8%	-6	-5	10%	-2%	8%	-0.7%	0%	-1%
CCCCOC(=O)c1ccc(NC(=O)c2ccc(F)cc2F)cc1	3%	-2	-13	-3%	-2%	-3%	·	8%	-3%
CSc1ccc(C(=O)NCC(=O)O)cc1[N+](=O)[O-]	-13%	-1	-4	-5%	0%	-11%	0.2%	-15%	-1%
COC(=O)c1ccc2c(=O)n(CCCCCC(=O)NCCc3ccc(Cl)cc3)c(=O)[nH]c2c1	-9%	0	0	-2%[57.1 µM]	-2%	-1%	7.3%	-20%	-4%
CSc1ccccc1OCc1cc(C(=O)NC(C)Cc2cccc(C)n2)no1 (configuration not stated)	-17%	-1	1	-10%	-5%	4%	-4.5%	-11%	-1%
COc1ccc(C)cc1S(=O)(=O)N(CC(=O)Nc1cccc([N+](=O)[O-])c1)c1ccc(C)c(C)c1	7%	1	-4	-2%	1%	0%	1.2%	-17%	-4%
CCCCOc1ccc(C(=O)Nc2cc(-c3cn4cccnc4n3)ccc2OC)cc1	-1%	-4	-1	13%[57.1 µM]	-2%	-2%	-1.5%	6%	-2%
CCC(C)c1ccc(NC(=O)C/C(C)=N/NC(=O)c2cnccn2)cc1 (configuration not stated)	1%	5	-6	-9%	-2%	1%	3.2%	-20%	0%
N#CC1(NC(=O)COC(=O)Cc2n[nH]c(=O)c3ccccc23)CCCCC1	-10%	-2	-12&-17	3%[57.1 µM]	0%	-7%	0.6%	-14%	0%
COc1ccc(NC(=O)CSc2nnc(-c3ccco3)c(-c3ccco3)n2)cc1OC	-22%	?	21	14%[0.457 µM]	-10%	6%	0.1%	?	-4%
O=C(COC(=O)c1cc(F)cc(F)c1)Nc1cccnc1Cl	-1%	-25	3	-4%	-4%	5%	0.0%	-6%	-3%
O=C1CN(C(=O)/C=C/c2ccc(Cl)cc2)c2ccccc2N1	7%	16	0	-3%	-12%	5%	-0.3%	-17%	5%
O=C1NC(c2ccc(-c3ccccc3[N+](=O)[O-])o2)C(C(=O)c2ccc(F)cc2)C(O)(C(F)(F)F)N1 (configuration not stated)	12%	2	24	-6%	1%	1%	1.9%	?	0%
Cc1ccc2c(c1)C1C[N+](C)(CC(=O)c3ccccc3)CCC1N2C(=O)c1ccccc1Cl (configuration not stated)	3%	1	-1	11%[57.1 µM]	-1%	0%	·	-13%	3%
Cc1ccc(-c2nc3cc(C(C)C)ccc3o2)cc1NC(=O)c1cccs1	-1%	-2	1	9%	-4%	-3%	-0.9%	?	2%
